ELG1 repair inh: inhibitors of ELG1-dependent DNA repair in HEK293T cells; HEK293T ELG1-luciferase reporter, luminescence, 16 h; DNA damage induced by 5-fluorouridine; Potency, µM (titrated, usually from 46.1 µM), for inactives: top-dose activity change, negative = inhibition, hits mostly inhibitors; hit rate 2.3% among 330,000; AID 504467; further: potency means the concentration at half of the fitted maximal effect; on the % scale 0 is the no-effect control and ±100 the full control effect; nearly all actives have a fitted effect of over 55% in size
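Step one: seed 2,000 cells per well. Step two: pin-transfer compound or DMSO alongside 5-fluorouridine. Step three: incubate 16 hr, 37 °C, 5% CO2. Step four: add ONE-Glo, wait 30 min, read luminescence.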
MLL CXXC-DNA inh: inhibitors of human MLL CXXC domain-DNA interaction; Q03164; MLL-CXXC / FITC-HOXA9 DNA fluorescence polarization; Potency, µM (top dose mostly 115 µM), for inactives: top-dose activity change, negative = inhibition, hits mostly inhibitors; hit rate 0.037% among 290,000; AID 2662; active means well fitted inhibition curve with a large enough effect in the polarisation, with a control signal flat, not every such curve was filed as active; inconclusive means small, poorly fitted or top-dose-only effect, or effect the other way, or a change in a side signal; inactive means no such curve, though single readings can be large or run the other way; the % refers to the polarisation; further: potency means the concentration at half of the fitted maximal effect
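Fluorescence polarization: 7 uM MLL-CXXC (stock) preincubated 5 min with compounds, then 50 nM fluorescein-HOX-A9 DNA (stock) added; 30 min ambient. Buffer 50 mM Tris-HCl pH 7.5, 50 mM NaCl, 1 mM DTT, 0.05% BSA.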
TCR act: T cell receptor activation; primary human leukocytes, anti-CD3, IL-2 HTRF, 48 h; Potency, µM (highest dose often 9.22 µM), inactives show at the highest dose activation of IL-2 secretion, actives largely listed as activators; 330,000 tested, under 10 active; AID 504894; further: % of control where 0% means no effect
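Primary human leukocytes receive a-CD3 beads and test compound and are incubated 48 hr. Secreted IL-2 is then assayed by HTRF, measuring 665nm acceptor emission after 320nm excitation of the europium donor.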
A-T KAP1 phos: potential ataxia-telangiectasia treatments restoring KAP-1 phosphorylation | […] A-T fibroblasts, KAP-1 phosphorylation AlphaLISA; neocarzinostatin DNA damage 30 min before lysis | Potency, µM (top dose mostly 57.5 µM), for inactives: top-dose activation, most hits filed as activators | hit rate 0.19% among 320,000 | AID 485349; further: potency means the concentration at half of the fitted maximal effect; % of control where 0% means no effect; nearly all actives have a fitted effect of over 45% in size
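ATM-like activity read as KAP-1 phosphorylation via AlphaLISA donor/acceptor antibody pairs after lysis and 6 hr at 25C. Cells were ATM-null patient fibroblasts ([…], hTERT), dosed 60 min, then exposed to the DSB inducer NCS for 30 min.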
BRCA1 expr up: activators of BRCA1 expression; MCF7-BRCA1-FFLuc reporter, luminescence, 48 h; response scale: scaled: vehicle 0%, 10 µM genistein 100%; Potency, µM (doses to about 46.1 µM), for inactives: top-dose activation, actives largely listed as activators; hit rate 1.1% among 380,000; AID 624202; further: potency means the concentration at half of the fitted maximal effect; nearly all actives have a fitted effect of over 80% in size; some results filed as inactive show a strong effect at the top dose
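48 h compound treatment of MCF7-BRCA1-FFLuc cells (phenol-red free MEM, 37 °C), then 15 min with luciferase substrate and luminescence imaging.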
TSG101-PTAP inh: blocks PTAP/TSG101 interaction to inhibit HIV-1 budding | Fluorescence polarization, FITC-PTAP peptide / Tsg101 binding | 340,000 tested, under 10 active | Potency, µM (top dose mostly 115 µM), for the others: top-dose activity change, negative = inhibition, actives largely listed as inhibitors | Q99816; active means well fitted inhibition curve with a large enough effect in the main read-out, with a control signal flat, not every such curve was filed as active; inconclusive means small, poorly fitted or top-dose-only effect, or effect the other way, or a change in a side signal; inactive means no such curve, though single readings can be large or run the other way; further: potency means the concentration at half of the fitted maximal effect; % of control where 0% means no effect
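FP read-out: FITC-PTAP peptide, 50 nM final, binding Tsg101 binding domain, 10 uM final; 20 min, r.t.; 10 mM HEPES pH 7.5, 0.15 M NaCl, 0.01% Tween 20, 3 mM EDTA, 0.1 mM TCEP.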
TRPV1 agonist: activates the human vanilloid receptor TRPV1; Q8NER1; TRPV1-expressing cells, Fluo-8 calcium influx, agonist mode; activation, % at 8.33 µM; hit rate 0.19% among 320,000; AID 540275; in the data active means activation above about 80%; inconclusive means between about 30% and that limit; further: 0% is about no effect
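Cells expressing TRPV1 were dye-loaded with Fluo-8 and read kinetically: 10 s baseline, 3 min after compound (agonist portion), then 2 min after EC20 capsaicin (allosteric enhancer portion). Calcium-bound dye fluorescence at 480/520 nm.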
B2AR arrestin: recruits beta-arrestin to the human beta2-adrenergic receptor | P07550 | beta-arrestin recruitment to beta2AR, cell-based reporter | Potency, µM (doses to about 46.1 µM), for inactives: at the highest dose activation, most hits filed as activators | hit rate 0.02% among 330,000 | AID 492947;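 further: potency means the concentration at half of the fitted maximal effect; 0% = DMSO controls and full agonism = EC100 isoproterenol or metaproterenol; nearly all actives have a fitted effect of over 65% in size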
p53 reactivator: mutant p53 re-activation in reporter cells | Potency, µM (doses to about 92.2 µM), for the others: top-dose activity change, positive = activation, actives largely listed as activators | H1299 p53-A138V BP100-luciferase reporter, luminescence, 24 h | hit rate 0.063% among 320,000; further: potency means the concentration at half of the fitted maximal effect; % of control where 0% means no effect; nearly all actives have a fitted effect of over 45% in size
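H1299 (p53-null), stable ts p53-A138V + BP100-Luc; 1000 cells/well, Opti-MEM/10% FBS; cpd 4 pt, 1:5; 24 h, 37 deg C, 5% CO2; detection reagent 10 min RT; luminescence.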
a7 integrin act: activates integrin-mediated alleviation for muscular dystrophy | alpha7betagal myoblasts, beta-gal FDG fluorescence, 48 h | Potency, µM (series often up to 38.3 µM), inactives show at the top dose activation, usual class: activators | hit rate 0.064% among 350,000 | AID 624291;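 further: potency means the concentration at half of the fitted maximal effect; 100% = response of the positive control SU9516; nearly all actives have a fitted effect of over 60% in size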
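alpha7betagal+/- myoblasts (passage 13, 250/well) treated 48 h at 37C with compounds at 1:260 dilution of DMSO stock. Lysed, then beta-galactosidase activity read as FDG fluorescence (ex 480/em 540) after 30 min, with pre-read for autofluorescence.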
* = called active by the depositor; [ ] = another dose, or the depositor's remark. Unless noted, the call rests on the fitted dose curve; in most records, active means well fitted curve in the direction sought with a large enough effect; inconclusive means small, poorly fitted or top-dose-only effect, or another doubt; inactive means no such curve, though single readings can be large; an effect the other way counts as inactive or inconclusive.

For COc1ccc(C(CNC(=O)COc2ccc(F)cc2Br)N2CCCC2)cc1 (centres undefined) the results were ELG1 repair inh 9%, MLL CXXC-DNA inh -4%, TCR act 2%, A-T KAP1 phos 5%, BRCA1 expr up -27%, TSG101-PTAP inh 0%, TRPV1 agonist -14, B2AR arrestin 0.1%, p53 reactivator -2% and a7 integrin act -46%[inhibitor].
Screening Cc1cc(C)n2nc(SCC(=O)N3CCCC3)nc2n1 returned ELG1 repair inh 10%, TCR act -4%, A-T KAP1 phos inconclusive, BRCA1 expr up 9%, TSG101-PTAP inh -4%, B2AR arrestin -0.9%, p53 reactivator 6% and a7 integrin act 16%.
Screening CN1CCN(c2ccc(Cl)cc2NC(=O)/C=C/c2ccc(F)cc2)CC1 returned ELG1 repair inh -6%, MLL CXXC-DNA inh 2%, TCR act 2%, A-T KAP1 phos -4%, BRCA1 expr up -17%, TSG101-PTAP inh -1%, TRPV1 agonist 4, B2AR arrestin -0.3%, p53 reactivator -6% and a7 integrin act -70%[inhibitor].
For Oc1ccc(/C=N/n2c(-c3ccccc3)n[nH]c2=S)cc1Br the results were ELG1 repair inh 3%, MLL CXXC-DNA inh 5%, TCR act 4%, A-T KAP1 phos 8%, BRCA1 expr up -30%, TSG101-PTAP inh -4%, TRPV1 agonist -1, B2AR arrestin 0.2%, p53 reactivator -40%[inhibitor] and a7 integrin act 22%.
Screening Cc1ccc(S(=O)(=O)N2C[C@@H]3[C@H]4CC[C@H](C4)[C@@H]3[C@@H](C)C2CC(=O)c2ccccc2)cc1 (some centres undefined) returned ELG1 repair inh -2%, TCR act 5%[46.1 µM], A-T KAP1 phos -13%, BRCA1 expr up 6%, TSG101-PTAP inh -12%, B2AR arrestin -0.2%, p53 reactivator 6% and a7 integrin act -38%.
Screening CCOc1ccc(S(=O)(=O)NCCCN2CCOCC2)cc1 returned MLL CXXC-DNA inh -8%, TCR act 2%, BRCA1 expr up -4%, TSG101-PTAP inh -7%, TRPV1 agonist -2 and a7 integrin act -6%.
Screening CCCN(CC(=O)Nc1cc(C)on1)CC(=O)Nc1ccc(F)c(F)c1F returned ELG1 repair inh -30%, TCR act 2%, A-T KAP1 phos 13%, BRCA1 expr up -25%, TSG101-PTAP inh -2%, B2AR arrestin -0.6%, p53 reactivator -6% and a7 integrin act -18%.
`Cc1cc(Cl)ccc1NC(=O)c1ccc2c(c1)CCN2S(C)(=O)=O` gave ELG1 repair inh -10%, MLL CXXC-DNA inh 15%, TCR act -5%, A-T KAP1 phos 6%, BRCA1 expr up 3%, TSG101-PTAP inh -6%, TRPV1 agonist inconclusive, B2AR arrestin -0.9%, p53 reactivator 4% and a7 integrin act -12%.
For O=C(Nc1ccc(F)cc1)C1CCCN1S(=O)(=O)c1ccc(Br)cc1 (centres undefined) the results were ELG1 repair inh 4%, MLL CXXC-DNA inh 2%, TCR act 4%, A-T KAP1 phos inconclusive, BRCA1 expr up -3%, TSG101-PTAP inh -7%, TRPV1 agonist 21, B2AR arrestin 0.4%, p53 reactivator -13% and a7 integrin act 0%.
COc1ccc(C(=O)Nc2cccc(C(=O)O)c2)cc1S(=O)(=O)N1CCCC1 was read as ELG1 repair inh -10%, MLL CXXC-DNA inh -4%, TCR act -2%, A-T KAP1 phos -1%, BRCA1 expr up -6%, TSG101-PTAP inh -2%, TRPV1 agonist -2, B2AR arrestin -0.2%, p53 reactivator 1% and a7 integrin act 2%.
For Cc1cc(C)c2ccc(NN)nc2c1O the results were ELG1 repair inh -10%, MLL CXXC-DNA inh 19%, TCR act 6%, BRCA1 expr up -66%, TSG101-PTAP inh -3%, TRPV1 agonist -1, B2AR arrestin -3.5%, p53 reactivator 3% and a7 integrin act -30%.
COCCOC(=O)c1c(C)oc2ccc(NS(=O)(=O)c3ccc(C)cc3)cc12 was read as ELG1 repair inh -24%, MLL CXXC-DNA inh -1%, TCR act 9%, A-T KAP1 phos -7%, BRCA1 expr up -23%, TSG101-PTAP inh 0%, TRPV1 agonist 15, B2AR arrestin -0.6%, p53 reactivator -4% and a7 integrin act -2%.
For C=CCNS(=O)(=O)CC12CCC(CC1=O)C2(C)C (centres undefined) the results were ELG1 repair inh 8%, MLL CXXC-DNA inh 7%, TCR act 3%, BRCA1 expr up 0%, TSG101-PTAP inh -4%, TRPV1 agonist 2, B2AR arrestin 0.1%, p53 reactivator -7% and a7 integrin act 0%.
CCOC(=O)N1CCN(C(=O)c2ccc(CNS(=O)(=O)c3ccc(NC(C)=O)cc3)cc2)CC1 was read as ELG1 repair inh 4%, MLL CXXC-DNA inh -1%, TCR act -20%, A-T KAP1 phos -3%, BRCA1 expr up -3%, TSG101-PTAP inh 1%, TRPV1 agonist -4, B2AR arrestin 0.4%, p53 reactivator 2% and a7 integrin act inconclusive.
Screening CCCCc1c(CCC)c(=N)c2ccccc2n1C returned ELG1 repair inh inconclusive, MLL CXXC-DNA inh 6%, TCR act 15%, A-T KAP1 phos 0%, BRCA1 expr up -86%, TSG101-PTAP inh -4%, TRPV1 agonist 1, B2AR arrestin 0.5%, p53 reactivator 7% and a7 integrin act -63%[inhibitor].
Screening N#C/C(=C(/O)CSc1ccccn1)c1nc2ccccc2s1 returned ELG1 repair inh 14%, MLL CXXC-DNA inh 8%, TCR act 3%, A-T KAP1 phos 5%, BRCA1 expr up 15%, TSG101-PTAP inh -4%, TRPV1 agonist 3, B2AR arrestin -1.6%, p53 reactivator 4% and a7 integrin act 18%.
CCOC(=O)c1cc(OC(=O)c2cccnc2)n(-c2ccccc2)n1 was read as ELG1 repair inh -2%, MLL CXXC-DNA inh 5%, A-T KAP1 phos 3%, TRPV1 agonist 1, B2AR arrestin -0.1% and p53 reactivator 5%.
NC(=O)CN1C(=O)C(=O)N(Cc2ccccc2)C1=O was read as ELG1 repair inh 26%, MLL CXXC-DNA inh inconclusive, TCR act -9%, A-T KAP1 phos 14%, BRCA1 expr up 6%, TSG101-PTAP inh -3%, TRPV1 agonist -3, B2AR arrestin 0.3%, p53 reactivator 9% and a7 integrin act 19%.
Screening O=C(c1ccc(N2CCOCC2)cc1)c1cccs1 returned ELG1 repair inh inconclusive, MLL CXXC-DNA inh -3%, TCR act 1%, A-T KAP1 phos -3%, BRCA1 expr up 6%, TSG101-PTAP inh -3%, TRPV1 agonist 11, B2AR arrestin -0.3%, p53 reactivator inconclusive and a7 integrin act -8%.
Screening Cc1ccc(OCCCCn2ccnc2)c(Cl)c1 returned ELG1 repair inh inconclusive, MLL CXXC-DNA inh 6%, TCR act 0%, A-T KAP1 phos 0%, BRCA1 expr up 41%, TSG101-PTAP inh -6%, TRPV1 agonist -1, B2AR arrestin 0.3%, p53 reactivator 21% and a7 integrin act -15%.
For Cc1noc(C(=O)Nc2ccccc2C(F)(F)F)c1Cl the results were ELG1 repair inh 19%, MLL CXXC-DNA inh 0%, TCR act 0%, A-T KAP1 phos -6%, BRCA1 expr up 7%, TSG101-PTAP inh -6%, TRPV1 agonist 1, B2AR arrestin 0.2%, p53 reactivator 24% and a7 integrin act -16%[7.66 µM].
Cc1ccc2cc3cc(C(=O)NCCCN4CCCC4)oc3nc2c1 was read as ELG1 repair inh inconclusive, MLL CXXC-DNA inh 29%, TCR act 7%, A-T KAP1 phos 5%, BRCA1 expr up 48%, TSG101-PTAP inh -4%, TRPV1 agonist 0, B2AR arrestin -0.1%, p53 reactivator 1% and a7 integrin act -48%[inhibitor].
Cc1ccc(C)c(N2CC(C(=O)O)CC2=O)c1 (centres undefined) was read as ELG1 repair inh 3%, MLL CXXC-DNA inh 3%, TCR act 1%, A-T KAP1 phos -4%, BRCA1 expr up 18%, TSG101-PTAP inh -1%, TRPV1 agonist 3, B2AR arrestin -0.3%, p53 reactivator 2% and a7 integrin act inconclusive.
Screening COc1ccc(-c2cc(N3CCCC3)n3ncnc3n2)cc1 returned ELG1 repair inh -30%, MLL CXXC-DNA inh -5%, TCR act 3%, A-T KAP1 phos -2%, BRCA1 expr up -11%, TSG101-PTAP inh -10%, TRPV1 agonist 3, B2AR arrestin -0.3%, p53 reactivator -3% and a7 integrin act -26%.
For CCCCc1c(O)nc(SCCC(=O)O)[nH]c1=O the results were ELG1 repair inh 0%, MLL CXXC-DNA inh -1%, A-T KAP1 phos 1%, TRPV1 agonist 3, B2AR arrestin -0.1% and p53 reactivator -4%.
`Cc1cccc(C(=O)N/N=C/c2ccccn2)c1` gave ELG1 repair inh inconclusive, MLL CXXC-DNA inh 2%, TCR act 1%[46.1 µM], A-T KAP1 phos -1%, BRCA1 expr up 23%, TSG101-PTAP inh -10%, TRPV1 agonist 7, B2AR arrestin -1.0%, p53 reactivator inconclusive and a7 integrin act 1%.

Compound activity (PubChem BioAssay)

Compounds were not picked by outcome; 3.8% or so of the library scored in one or more.
